NPY Y2 blocker: NPY-Y2 receptor antagonists, primary screen, cell-based; inhibition, % at 2.7 µM; hit rate 0.99% among 140,000; NPY-Y2 expressing cells, antagonist mode; in the data active means inhibition above about 17%;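 further: 0% = vehicle with agonist challenge and 100% = reference antagonist with challenge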
Target sequence (P49146 whole entry, looked up): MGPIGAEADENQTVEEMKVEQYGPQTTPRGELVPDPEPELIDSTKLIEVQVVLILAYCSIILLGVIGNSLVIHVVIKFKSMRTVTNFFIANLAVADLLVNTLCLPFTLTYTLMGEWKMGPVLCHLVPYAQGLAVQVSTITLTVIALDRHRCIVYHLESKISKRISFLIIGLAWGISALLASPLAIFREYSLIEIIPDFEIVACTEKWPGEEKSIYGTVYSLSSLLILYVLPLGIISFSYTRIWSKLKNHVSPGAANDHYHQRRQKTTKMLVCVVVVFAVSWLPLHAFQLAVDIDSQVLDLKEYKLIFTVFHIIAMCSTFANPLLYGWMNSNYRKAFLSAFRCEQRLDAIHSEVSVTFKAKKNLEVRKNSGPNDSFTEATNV
E-sel TNF inh: E-selectin induction blockers in HUVEC – imaging, immunofluorescence, high content, primary screen | HUVEC TNFa-induced E-selectin immunofluorescence | inhibition, % at 2 µM | hit rate 0.71% among 120,000;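 active means inhibition above the batch mean plus 3 SD, and confirmed as a hit on visual image review, cut at about 43% in these data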;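 further: 0% = TNF-stimulated DMSO wells and 100% = unstimulated control wells; not every result past the cut was called active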
MRP1 act: H69AR viability gain despite doxorubicin, primary screen, MRP-1 activator project, H69AR cells, CellTiter-Glo; viability increase, % at 10 µM; viability rescue; AID 799, 2007; hit rate 0.61% among 140,000;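 active means viability gain under doxorubicin at or above a set limit, the compound median plus 3 SD, cut at about 4.7% in these data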;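 further: MRP-1 overexpressing cells given doxorubicin 25 µM after compound pretreatment; 18-22 h compound pretreatment then 72 h with doxorubicin before readout; 0% = doxorubicin-only wells and 100% = vehicle-treated cells without doxorubicin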
Measles CPE: compounds protecting cells from measles virus cytopathic effect, primary screen, measles RdRp inhibitor project, single point, MLSMR library, absorbance; protection (pct of control), % at 4 µM; hit rate 1.5% among 140,000; Measles virus-infected cells, CPE protection; in the data active means protection mostly above about 24%, no sharp cut-off; inactive means mostly below about 26%; further: some compounds called inactive have numbers as strong as hits
Phagocyt inh: inhibitors of macrophage phagocytosis, primary screen, imaging, J774A.1 cells, IgG beads | AID 1029, 2008 | hit rate 0.07% among 110,000 | inhibition, % at 5 µM | J774A.1 macrophage IgG-bead phagocytosis;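 active means inhibition above the mean of the plate negative controls plus 5 SD, cut at about 13% in these data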;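 further: phagocytic index as fraction of beads internalized from green versus red external bead signal; plate controls were DMSO negative control for no effect and cytochalasin-D positive control for full effect; some results beyond the cut were filed as inactive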
Yeast life ext: compounds extending yeast replicative lifespan, primary screen, S. cerevisiae, OD615 | S. cerevisiae growth with nicotinamide; deaD strain in restrictive glucose medium | inhibition of the nicotinamide effect, % at 10 µM | hit rate 0.68% among 130,000 | AID 775, 2007;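 active means inhibition above a set limit, placed 3 SD over the median of all compounds, cut at about 26% in these data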;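 further: 0% = nicotinamide-treated wells and 100% = cells grown without nicotinamide; some compounds called inactive have numbers as strong as hits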
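assay system = DeaD-strain S. cerevisiae | measured by = absorbance at 615 nm | probe or stimulus = nicotinamide 1.5 mM | buffer or medium = CSMM-D glucose medium, restrictive | times = 48 h at 30 °C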
HCT116 PTEN-null: growth suppression of PTEN-null HCT116, primary screen, cell-based, CellTiter-Glo. AID 827, 2007. hit rate 1.2% among 140,000. HCT116 PTEN-null viability, 60 h; hits give low values. viability, % at 10 µM;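 active means viability at or below a set limit, 4 SD under the median of all tested compounds, cut at about 3.7% in these data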;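 further: PTEN knockout HCT116 line with beta catenin targeted HCT116 as companion control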
HCT116 bCat-KO: primary screen for growth suppressors in beta-catenin knockout HCT116 cells (colon tumor, human); HCT116 beta-catenin knockout viability, CellTiter-Glo, 60 h; hits give low values; viability, % at 10 µM; hit rate 1.5% among 140,000;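 active means viability at or under a set limit, the compound median less 4 SD, cut at about 6% in these data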;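 further: 0% = Hyamine 1622 control at 20 µM and 100% = untreated cell control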
GALR2 antag: GALR2 antagonists in receptor-expressing cells, primary screen | antagonist mode | AID 828, 2007 | inhibition, % at 4 µM | Galanin receptor type 2 (Homo sapiens), O43603 | hit rate 0.39% among 140,000; in the data active means inhibition above about 27%;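 further: cells stimulated with galanin 1-16 at roughly its EC80; 0% = agonist challenge control and 100% = basal control without agonist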
Target sequence (O43603 whole entry, looked up): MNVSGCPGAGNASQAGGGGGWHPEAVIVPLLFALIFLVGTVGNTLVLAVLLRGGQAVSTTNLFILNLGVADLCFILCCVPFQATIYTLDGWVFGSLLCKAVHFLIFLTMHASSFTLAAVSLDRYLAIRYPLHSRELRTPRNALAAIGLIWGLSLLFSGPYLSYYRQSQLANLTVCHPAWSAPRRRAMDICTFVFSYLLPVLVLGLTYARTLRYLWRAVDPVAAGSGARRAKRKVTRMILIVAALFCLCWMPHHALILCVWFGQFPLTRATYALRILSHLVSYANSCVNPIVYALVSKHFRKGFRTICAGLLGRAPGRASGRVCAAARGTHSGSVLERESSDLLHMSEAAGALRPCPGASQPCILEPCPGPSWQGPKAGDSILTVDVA
Yeast growth inh: growth inhibitors of yeast BB579 in restrictive medium, primary screen, yeast lifespan-shortening project, S. cerevisiae; inhibition, % at 10 µM; OD615, 48 h; AID 804, 2007; hit rate 0.51% among 140,000;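 active means inhibition above a set limit, 3 SD over the mean compound inhibition, cut at about 44% in these data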; further: inactives centre near -24
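System: Saccharomyces cerevisiae DeaD strain BB579, replicative lifespan model yeast. Buffer or medium: restrictive glucose-based CSMM-D medium. Doses: one dose, 10 µM compound with 0.25% DMSO. Timing: 4 h preincubation and 48 h exposure at 30 °C. Detection: turbidity as optical density at 615 nm. Benchmarks: amphotericin B 10 µg/mL, positive.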
Numbers without * were called inactive; / = not tested or not shown. Compounds as they come, and some 6.1% of all compounds hit somewhere here.

1	O=C1c2ccccc2C(=O)C12OC2c1ccc(Cl)cc1 (centres undefined)
2	COc1cc2c(C(=O)O)c(C)n(CC(C)C)c2c2ccccc12
3	CS(=O)(=O)N1CCc2cc(C(=O)N3CCOCC3)ccc21
4	CCOC(=O)c1nn(-c2ccc3c(c2)OCO3)cc1O
5	Cc1cc(NC(=O)CN2CCN(C/C=C/c3ccccc3)CC2)c([N+](=O)[O-])cc1C
6	Cc1noc(C)c1C(=O)OCC(=O)NC(=O)NC12CC3CC(CC(C3)C1)C2
assay / entry	1	2	3	4	5	6
NPY Y2 blocker	0	4	0	7	-1	-1
E-sel TNF inh	/	-3	12	-44	/	-10
MRP1 act	-4.6	-0.2	-0.7	-1.4	-3.2	-2.3
Measles CPE	3	6	11	13	4	20
Phagocyt inh	-5	0	0	/	0	-2
Yeast life ext	20	-7	-20	-12	-1	2
HCT116 PTEN-null	50	99	96	108	74	91
HCT116 bCat-KO	48	107	93	111	89	98
GALR2 antag	8	-6	1	1	-13	-13
Yeast growth inh	-41	-19	-25	-55	-38	-17

7	CCN(CC)c1ccc(CNC23CN4CN(CN(C4)C2)C3)cc1
8	Cc1onc(-c2ccccc2Cl)c1C(=O)N1CCN(C(=O)c2ccco2)CC1
9	O=C(CSc1nc2cc([N+](=O)[O-])ccc2n1-c1ccccc1)NCc1ccc2c(c1)OCO2
10	COc1cc(OC)cc(-c2nn[nH]n2)c1
11	CCC(C)NC(=O)CCn1c(-c2ccccc2)cc(C(C)=O)c1C (centres undefined)
12	COc1ccc(CCCc2nnc(SCC(=O)Nc3cccc(C)c3)o2)cc1
assay / entry	7	8	9	10	11	12
NPY Y2 blocker	0	3	7	1	5	12
E-sel TNF inh	-13	/	-10	4	/	7
MRP1 act	-0.4	0.4	-0.9	-0.8	-1.4	-0.6
Measles CPE	9	6	7	5	17	8
Phagocyt inh	2	1	3	-4	-6	-1
Yeast life ext	-11	-9	4	-1	2	-15
HCT116 PTEN-null	100	86	90	95	102	92
HCT116 bCat-KO	94	85	96	103	96	104
GALR2 antag	-9	-4	9	0	10	3
Yeast growth inh	-79	5	-10	-20	-24	-23

Arranged by molar mass (high to low): part of the list above.
9	O=C(CSc1nc2cc([N+](=O)[O-])ccc2n1-c1ccccc1)NCc1ccc2c(c1)OCO2
8	Cc1onc(-c2ccccc2Cl)c1C(=O)N1CCN(C(=O)c2ccco2)CC1
12	COc1ccc(CCCc2nnc(SCC(=O)Nc3cccc(C)c3)o2)cc1
assay / entry	9	8	12
NPY Y2 blocker	7	3	12
E-sel TNF inh	-10	/	7
MRP1 act	-0.9	0.4	-0.6
Measles CPE	7	6	8
Phagocyt inh	3	1	-1
Yeast life ext	4	-9	-15
HCT116 PTEN-null	90	86	92
HCT116 bCat-KO	96	85	104
GALR2 antag	9	-4	3
Yeast growth inh	-10	5	-23

Later entries:
13	CCCc1cc(=O)[nH]c(SCCOC(=O)c2ccccc2)n1
14	CC(Oc1ccc(F)cc1)C(=O)Nc1sc2c(c1C(=O)NCc1cccnc1)CCCC2 (centres undefined)
15	CCCn1c(N2CCN(C(=O)N3CCCCC3)CC2)nc2ccccc21
16	CCCCCCN=CC1=C(O)C(C(=O)OC)C(C)(C)CC1=O (centres undefined)
17	O=C(c1ccc(F)cc1)C(CN1CCOCC1)c1ccccc1 (centres undefined)
18	FC(F)(F)C(Oc1nc(Nc2ccc(Cl)cc2)nc(N2CCOCC2)n1)C(F)(F)F
assay / entry	13	14	15	16	17	18
NPY Y2 blocker	3	6	2	11	-1	-3
E-sel TNF inh	-7	-39	6	12	44	-8
MRP1 act	-2.7	-3.8	-1.8	-0.4	-2.6	4.5
Measles CPE	3	17	8	11	12	20
Phagocyt inh	1	0	-2	0	1	/
Yeast life ext	-16	-3	-1	5	45	/
HCT116 PTEN-null	92	73	98	102	1.6*	55
HCT116 bCat-KO	108	76	95	100	1.6*	61
GALR2 antag	6	-2	-4	0	32*	11
Yeast growth inh	-47	-16	-63	-41	-52	-22

19	Cc1cc(C(=O)OC2CCOC2=O)c2ccccc2n1 (centres undefined)
20	O=C(NNC(=O)c1ccc(Cl)cc1Cl)Nc1ccccc1
21	Cn1nc([N+](=O)[O-])nc1Sc1ccc(Cl)cc1
22	Cc1ccc(Cn2ccc(=O)c(OCc3c(Cl)cccc3Cl)c2C)cc1
23	CCC1CCCCN1CCCNC(=O)c1ccc(CS(=O)(=O)Cc2ccccc2F)o1 (centres undefined)
24	Fc1ccc(CNc2ncnc3c2cnn3-c2ccccc2)cc1
assay / entry	19	20	21	22	23	24
NPY Y2 blocker	1	2	-1	13	1	3
E-sel TNF inh	/	/	-22	-10	-20	22
MRP1 act	-1.2	-0.1	-2.5	-3.2	-0.8	-1.0
Measles CPE	22	2	13	12	4	17
Phagocyt inh	/	-10	1	-1	/	-2
Yeast life ext	-27	3	0	-17	-15	-14
HCT116 PTEN-null	90	98	78	40	92	100
HCT116 bCat-KO	89	97	84	19	87	104
GALR2 antag	7	-1	-2	-13	0	0
Yeast growth inh	1	-6	-27	-16	-33	-47

25	CCCCCC(=O)Nc1ccc2oc(-c3cccnc3)nc2c1
26	CCc1ccc(N(C2C=CS(=O)(=O)C2)S(=O)(=O)c2ccccc2)cc1 (centres undefined)
27	COC(=O)C1=C(C)NC(=O)NC1C1CC=CCC1 (centres undefined)
28	COc1ccc(CC(=O)Nn2c(-c3ccccc3)nc3ccccc3c2=O)cc1
29	CCOc1ccc(-n2cc(C(=O)NCc3ccco3)c3cc(OC)c(OC)cc3c2=O)cc1
30	Cc1ccc(C)c(Nc2nc3nonc3nc2N2CCOCC2)c1
assay / entry	25	26	27	28	29	30
NPY Y2 blocker	2	1	2	8	2	11
E-sel TNF inh	-7	-17	/	/	/	-65
MRP1 act	1.7	-2.6	-2.1	-1.4	-4.6	-3.1
Measles CPE	8	13	8	5	7	5
Phagocyt inh	0	-3	-3	/	2	/
Yeast life ext	-16	-2	-10	7	-1	-7
HCT116 PTEN-null	94	92	92	92	72	89
HCT116 bCat-KO	104	86	95	90	85	96
GALR2 antag	-13	23	7	9	2	-4
Yeast growth inh	-41	-3	-44	-18	-49	-27

31	COc1ccc(-c2noc(CSc3nc4ccccc4c(=O)n3-c3ccc(C)cc3)n2)cc1
32	O=C(CSc1ccc2ccccc2c1)Nc1ccncc1
33	Cc1cccc(N2CCN(S(=O)(=O)c3ccc4c(c3)CCN4C(=O)CCC(=O)O)CC2)c1C
34	COc1cc2c(cc1OC)C1=C(C#N)CCC(=NC(=O)c3ccc(Cl)cc3)N1CC2
35	COc1ccccc1C(=O)n1nc(-c2cccnc2)nc1N
36	CCCOCC1CC2(CC(C)(c3csc(N)n3)OC2=O)C(=O)O1 (centres undefined)
assay / entry	31	32	33	34	35	36
NPY Y2 blocker	1	1	-2	3	1	4
E-sel TNF inh	5	-1	26	9	10	-14
MRP1 act	-3.6	2.8	-0.5	-4.0	1.4	-3.2
Measles CPE	21	8	9	2	17	6
Phagocyt inh	-1	-1	-1	/	0	/
Yeast life ext	-7	-12	2	-15	-5	/
HCT116 PTEN-null	81	92	83	80	92	96
HCT116 bCat-KO	77	80	92	94	91	94
GALR2 antag	-12	-10	1	-15	15	-3
Yeast growth inh	-22	22	-28	-31	-22	21

37	Cc1ccc(-c2cc(-c3n[nH]c(=S)o3)c3ccccc3n2)cc1
38	c1ccc2c(c1)ncn2-c1ncnc2sc3c(c12)CCCC3
39	O=C(c1cccs1)N(Cc1ccco1)c1nc(-c2ccc(F)cc2)cs1
40	O=C(c1ccccc1Br)N1CCN(c2ccccc2)CC1
41	O=C(NCCc1ccco1)c1nn(Cc2ccccc2)c(=O)c2ccccc12
42	O=c1oc2ccccc2c(N2CCCCC2)c1CN1CCCCC1
assay / entry	37	38	39	40	41	42
NPY Y2 blocker	3	7	18*	3	7	2
E-sel TNF inh	23	8	17	6	11	6
MRP1 act	1.8	-1.4	-0.4	-1.0	-3.5	-1.5
Measles CPE	10	3	19	8	37	25
Phagocyt inh	1	-1	/	1	0	/
Yeast life ext	-5	-12	/	-11	-1	-8
HCT116 PTEN-null	101	106	76	86	94	92
HCT116 bCat-KO	99	107	72	91	93	88
GALR2 antag	-3	9	-9	5	9	-1
Yeast growth inh	-19	-81	-34	-26	-17	-8

43	CC(C)NC(=O)NS(=O)(=O)c1cnccc1N1CCCCC1
44	O=C(CCC(=O)c1cccs1)OCc1nc2ccccc2s1
45	CS(=O)(=O)N1CCN(C(=O)c2cc(-c3cccs3)nc3ccccc23)CC1
46	COc1ccc(OCc2nnc(SCC(=O)O)n2N)cc1
47	CCOc1ccc(NC(=O)CSc2ncnc3c2sc2ccccc23)cc1
48	Cc1nnc(SCc2ccccc2F)n1NCc1cccs1
49	COc1ccccc1/C=N/NC(=O)c1cccc(OC(F)(F)C(F)F)c1
50	CSc1ccc(/C=N/NC(=O)CNc2ccc3ccccc3c2)cc1
assay / entry	43	44	45	46	47	48	49	50
NPY Y2 blocker	3	2	2	-1	2	1	3	0
E-sel TNF inh	-26	-4	32	/	/	1	/	-12
MRP1 act	-1.3	-0.5	-2.7	-1.4	-0.9	-2.4	0.3	-2.2
Measles CPE	2	5	5	4	33	10	9	2
Phagocyt inh	/	0	0	-2	-8	-2	-2	-8
Yeast life ext	/	-8	-30	-14	-5	-8	-3	-1
HCT116 PTEN-null	101	84	76	91	101	95	94	84
HCT116 bCat-KO	101	92	82	80	96	90	95	87
GALR2 antag	9	-7	-5	9	9	1	2	-8
Yeast growth inh	-14	-3	-24	-32	3	10	-43	-68

Compound activity as filed in PubChem BioAssay.
